NRP1-CendR mod – NRP-1/CendR interaction modulation; FAM-RPARPAR peptide binding to NRP-1, fluorescence polarization; inhibition, % at 25 µM; hit rate 0.85% among 360,000;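 active means inhibition or corrected inhibition above about 18%, plus a signal ratio from 0.5 to 1.5, limit read from the data, passing the limit was not always enough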; further: strong numbers were not always called active
Target sequence (O14786 whole entry, looked up): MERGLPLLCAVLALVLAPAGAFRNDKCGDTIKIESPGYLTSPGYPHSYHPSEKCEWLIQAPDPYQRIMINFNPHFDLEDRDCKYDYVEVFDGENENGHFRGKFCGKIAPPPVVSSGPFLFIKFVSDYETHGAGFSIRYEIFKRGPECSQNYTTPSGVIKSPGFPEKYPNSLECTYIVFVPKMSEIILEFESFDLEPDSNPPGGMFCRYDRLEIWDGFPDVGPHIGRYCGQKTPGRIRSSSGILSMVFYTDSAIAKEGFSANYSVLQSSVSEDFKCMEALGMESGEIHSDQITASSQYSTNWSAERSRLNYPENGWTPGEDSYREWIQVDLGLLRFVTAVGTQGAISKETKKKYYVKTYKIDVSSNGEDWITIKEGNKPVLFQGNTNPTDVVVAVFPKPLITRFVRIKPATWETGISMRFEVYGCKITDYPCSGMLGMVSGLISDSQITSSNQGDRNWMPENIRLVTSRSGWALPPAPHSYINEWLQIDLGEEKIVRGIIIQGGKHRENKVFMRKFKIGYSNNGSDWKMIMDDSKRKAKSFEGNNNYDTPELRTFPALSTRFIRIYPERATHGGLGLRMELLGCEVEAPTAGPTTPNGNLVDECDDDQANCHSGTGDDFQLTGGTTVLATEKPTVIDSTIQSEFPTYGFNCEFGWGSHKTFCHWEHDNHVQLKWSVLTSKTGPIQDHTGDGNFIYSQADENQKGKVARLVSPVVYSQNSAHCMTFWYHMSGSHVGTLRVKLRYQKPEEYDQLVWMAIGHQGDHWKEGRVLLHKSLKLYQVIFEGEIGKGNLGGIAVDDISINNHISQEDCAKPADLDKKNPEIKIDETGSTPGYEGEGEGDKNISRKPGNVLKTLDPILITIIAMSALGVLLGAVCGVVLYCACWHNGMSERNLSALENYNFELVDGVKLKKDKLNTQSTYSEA
SKN-1 inh – blocks SKN-1 activity in C. elegans; C. elegans VP596 Pgst-4::GFP/RFP ratio, acrylamide-induced, 24 h; inhibition, % at 21.8 µM; hit rate 0.49% among 360,000;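 active means interference check ratio from 0.5 to 1.5 plus GFP to RFP signal ratio inhibition reaching or exceeding a fixed threshold, cut at about 30% in these data, passing the limit was not always enough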; further: some compounds called inactive have numbers as strong as hits
MT1-MMP act inh – MT1-MMP (human) activation inhibition; HT1080 RFP-PRO-GFP cells, GFP/RFP ratio fluorescence, overnight; percent of plate control window, DMSO zero; GFP/RFP ratio change, % at 20 µM; AID 651647; hit rate 0.061% among 360,000;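 active means GFP/RFP ratio change of at least 30% with cell ATP level not reduced by more than half and red fluorescence within 50% of control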; further: strong numbers were not always called active
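Test system: HT1080 cells expressing an RFP-PRO-GFP fluorescent reporter construct / Compound dosing: single-point 20 µM compound, 1% DMSO / Schedule: cells overnight before dosing, compound overnight, 37 °C, 5% CO2 / Evaluation: GFP/RFP fluorescence ratio / Control set: DMSO and RFP-L50D-GFP cell wells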
MsrA inhibitor – bovine MsrA inhibition; purified bovine MsrA, absorbance read-out; inhibition, % at 15.5 µM; hit rate 0.75% among 360,000; AID 651718; in the data active means inhibition above about 4.5%;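 further: 0% = vehicle wells with enzyme and 100% = reference inhibitor wells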
bovine MsrA act – activates bovine MsrA enzyme. purified bovine MsrA, absorbance read-out. activation, % at 10.6 µM. hit rate 0.3% among 360,000. AID 602163; in the data active means activation above about 7.5%;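 further: 0% = vehicle and 100% = reference activator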
FAS-TE inh – inhibitors of human fatty acid synthase thioesterase domain. P49327. recombinant FAS-TE, OMFH fluorogenic substrate, fluorescence endpoint. inhibition, % at 15 µM. hit rate 0.67% among 360,000. AID 602261;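 active means compounds whose normalised, plate-corrected inhibition of enzyme fluorescence in the single-dose primary screen is 50% or more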;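 further: 0% = DMSO with enzyme and 100% = substrate without enzyme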
eLon inh – inhibits E. coli Lon protease; purified E. coli Lon protease, fluorescence polarization; inhibition, % at 7.94 µM; hit rate 0.42% among 360,000; in the data active means inhibition above about 13%, passing the limit was not always enough;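 further: 0% = enzyme with probe and DMSO and 100% = no enzyme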
TbMetRS inhib – blocks T. brucei methionyl-tRNA synthetase activity; purified T. brucei MetRS, ATP depletion, Kinase-Glo luminescence; inhibition, % at 11.9 µM; hit rate 0.4% among 360,000; AID 624268;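 active means inhibition above a per-plate cutoff of the control wells' mean inhibition plus 3 SD, cut at about 5.5% in these data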;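 further: 0% = DMSO wells median and 100% = median of wells with control inhibitor compound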
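Material: T. brucei methionyl-tRNA synthetase, purified; reagent: substrates ATP, L-methionine and bulk Escherichia coli tRNA; dosing: 11.9 µM single point; timing: 15 min plus 2 h at 25 °C; detection: luminescence of leftover ATP; evaluation: % inhibition; control set: DMSO-only wells as low control; replicates: singlicate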
PABP1 MLLE inh – inhibitors of microRNA-mediated deadenylation, human PABP1 MLLE binding | P11940 | hit rate 0.36% among 360,000 | inhibition, % at 20 µM | GST-MLLE / FITC-PAM2 fluorescence polarization; in the data active means inhibition above about 35%, passing the limit was not always enough;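 further: plate controls were DMSO wells with GST-MLLE for no effect and wells lacking GST-MLLE protein for full effect; some results filed as inactive read as strong as hits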
Active calls of the source: *; x = not tested or not shown. Random draw from the library; about 4% have a hit in one of these screens.

SMILES | NRP1-CendR mod | SKN-1 inh | MT1-MMP act inh | MsrA inhibitor | bovine MsrA act | FAS-TE inh | eLon inh | TbMetRS inhib | PABP1 MLLE inh
CC1C(=O)NN=C1C(=O)N/N=C\c1ccc(O)cc1O (stereo unspecified) | -6 | 3 | 1 | 4.1 | -5 | -10 | -14 | -0.1 | 10
CCCS(=O)(=O)c1snnc1C | 10 | -12 | 7 | 1.2 | -1 | -5 | -2 | -0.3 | 4
C/C(N)=C(/C#N)C(=O)COC(=O)CC12CC3CC(CC(C3)C1)C2 | -9 | 13 | -2 | 0.9 | -3 | 32 | -5 | -0.2 | -2
CCCc1cc(-n2ccnc2C)n2c(nc3ccccc32)c1C#N | -4 | 2 | 1 | 1.7 | -1 | -6 | 3 | 0.2 | -10
Cc1cccc(CSc2nncc(=O)[nH]2)c1 | 2 | -20 | -2 | 0.1 | -10 | -9 | -8 | -1.4 | 10
CCOC(=O)C1=C(C)NC2=C(C1c1ccc([N+](=O)[O-])cc1)S(=O)(=O)c1ccccc12 (stereo unspecified) | -6 | 18 | -2 | -0.1 | -2 | 32 | 8 | -0.1 | 26
O=C(CC(=O)Nc1ccc(Cl)cc1)N/N=C\c1cccc(F)c1 | -1 | 3 | 3 | -0.9 | -3 | -8 | -2 | -0.1 | -3
O=C(/C=C/c1ccc(F)cc1)N1CCCN(C(=O)/C=C/c2ccc(F)cc2)CC1 | -2 | 6 | 2 | -0.5 | -3 | -4 | -9 | -0.1 | 2
Cc1ccccc1NC(=O)CN(C)S(=O)(=O)c1cccc2cccnc12 | 8 | -9 | 1 | 0.7 | -5 | -4 | -3 | -0.4 | 6
COc1cc2c(cc1OC)CN(Cc1nc3ccsc3c(=O)[nH]1)CC2 | -13 | 12 | 0 | -1.2 | -3 | -2 | -8 | 0.5 | 2
COc1ccc(N(CC(=O)N2CCC(C(N)=O)CC2)S(=O)(=O)c2ccccc2)cc1 | 12 | 4 | 2 | 1.9 | -2 | -4 | -9 | 0.0 | 9
C/C(N)=C(/C#N)C(=O)CSc1nnc(-c2ccccc2Br)o1 | 6 | -6 | 5 | -1.0 | 2 | 0 | -11 | -0.5 | -29
CCOc1ccc(NC(=O)c2ccc(NC(=O)CSc3nc4ccccc4c(=O)[nH]3)cc2)cc1 | -2 | 9 | -3 | 0.1 | -7 | 1 | -2 | -0.2 | 8
CCOC(=O)C1(S(=O)(=O)c2ccccc2)CCN(Cc2ccc(Cl)cc2)CC1 | 9 | 29 | 3 | -0.4 | -1 | 17 | 5 | -0.9 | 9
CCN(C[C@H]1N[C@@](C)(C(=O)OC)[C@H]2C(=O)N(Cc3ccccc3)C(=O)[C@@H]12)S(=O)(=O)c1ccc(C)cc1 | 7 | 0 | 0 | 0.2 | 0 | 0 | 1 | 0.1 | -7
O=C(C1=C(O)C(=O)N(CCOCCO)C1c1ccccn1)c1cccs1 (stereo unspecified) | 2 | 14 | 2 | 1.2 | -3 | -4 | 8 | -0.1 | 8
COc1ccc2c(c1OC)CCC2=O | 0 | -3 | 4 | -0.9 | 0 | -7 | 8 | -0.1 | 11
O=C(NC1CCCC1)c1ccc2nc(-c3ccco3)c(-c3ccco3)nc2c1 | -2 | 5 | -4 | x | -3 | 1 | 7 | -0.7 | 34
O=C(NC(=O)c1ccccc1F)Nc1nc(-c2cccs2)cc(C(F)(F)F)n1 | 0 | 3 | -4 | 1.4 | -1 | 21 | -1 | 0.2 | -11
O=C(NCCc1nc2ccccc2[nH]1)c1cccc(Br)c1 | -1 | 16 | 0 | 2.1 | -2 | -2 | 0 | 19* | -11
Cc1cccc(N2CCN(C(=O)c3cc4n(n3)C(C(F)(F)F)CC(c3ccco3)N4)CC2)c1C (stereo unspecified) | 17 | 7 | 0 | 0.7 | 1 | 20 | 0 | 0.1 | -3
CS(=O)(=O)c1ccc(C(=O)OCC(=O)Nc2cccc(S(=O)(=O)N3CCCC3)c2)cc1 | 3 | 9 | 4 | -0.4 | 1 | 0 | -11 | -0.4 | -3
O=C(NCc1ccccc1Cl)c1cc([N+](=O)[O-])ccc1Cl | 3 | 9 | 6 | -0.4 | -4 | 35 | -7 | -0.6 | 0
COc1cc(NC(=O)c2ccc3c(c2)OCO3)ccc1NC(=O)c1cccs1 | 0 | -13 | 7 | 1.2 | -2 | 12 | -3 | -0.3 | -5
CCNC(=O)NC(=O)C(C)OC(=O)C(C)(C)Oc1ccc(Cl)cc1 (stereo unspecified) | 1 | 3 | 0 | -0.6 | 1 | 0 | 0 | -0.9 | 7

In the list so far, two have two or more sulfur atoms:
SMILES | NRP1-CendR mod | SKN-1 inh | MT1-MMP act inh | MsrA inhibitor | bovine MsrA act | FAS-TE inh | eLon inh | TbMetRS inhib | PABP1 MLLE inh
CCCS(=O)(=O)c1snnc1C | 10 | -12 | 7 | 1.2 | -1 | -5 | -2 | -0.3 | 4
CS(=O)(=O)c1ccc(C(=O)OCC(=O)Nc2cccc(S(=O)(=O)N3CCCC3)c2)cc1 | 3 | 9 | 4 | -0.4 | 1 | 0 | -11 | -0.4 | -3

Filtered by structure: the compounds so far containing a nitro group on carbon (2)
SMILES | NRP1-CendR mod | SKN-1 inh | MT1-MMP act inh | MsrA inhibitor | bovine MsrA act | FAS-TE inh | eLon inh | TbMetRS inhib | PABP1 MLLE inh
CCOC(=O)C1=C(C)NC2=C(C1c1ccc([N+](=O)[O-])cc1)S(=O)(=O)c1ccccc12 (stereo unspecified) | -6 | 18 | -2 | -0.1 | -2 | 32 | 8 | -0.1 | 26
O=C(NCc1ccccc1Cl)c1cc([N+](=O)[O-])ccc1Cl | 3 | 9 | 6 | -0.4 | -4 | 35 | -7 | -0.6 | 0

Other records:
SMILES | NRP1-CendR mod | SKN-1 inh | MT1-MMP act inh | MsrA inhibitor | bovine MsrA act | FAS-TE inh | eLon inh | TbMetRS inhib | PABP1 MLLE inh
O=C(COC(=O)c1ccccc1C(=O)c1ccc(Cl)cc1)NC(c1ccccc1)c1ccccc1 | -6 | -1 | -6 | 0.2 | -11 | 17 | 0 | -0.9 | -5
CCN(CC)S(=O)(=O)c1ccc(C(=O)Nc2cc3oc4ccccc4c3cc2OC)cc1 | 5 | 18 | 4 | 1.7 | -9 | 23 | -3 | -0.6 | 6
Cc1ncc(CSc2ccc(Cl)cc2)c(CO)c1O | 10 | -4 | 4 | 1.5 | -4 | -2 | 8 | -0.4 | 2
C[C@]12CC[C@@H]3c4ccc(O)cc4CC[C@H]3[C@@H]1C[C@@H](O)[C@@H]2O | 3 | -2 | -1 | 2.3 | -10 | -2 | -6 | -1.8 | 0
O=C(OCn1nnc2ccccc2c1=O)c1ccc(O)cc1 | 10 | 8 | 0 | 1.4 | -6 | 2 | -4 | -0.4 | 5
CCC(NC(=O)CCC(=O)N1CCN(S(=O)(=O)c2ccc(C)cc2)CC1)c1ccc(C)cc1 (stereo unspecified) | 4 | -7 | -2 | 0.2 | -8 | 15 | -7 | -0.3 | 2
N#CCCNC(=O)CCN1CCCCC1 | 7 | -16 | 2 | -0.3 | -7 | 0 | -4 | -1.2 | -5
O=C(NNC(=O)c1ccccc1[N+](=O)[O-])c1cnccn1 | -1 | 10 | 7 | 0.6 | -2 | -6 | -1 | -0.7 | 0
CCN(CC)S(=O)(=O)c1ccc(S(=O)(=O)N2CCN(C(=O)c3ccco3)CC2)cc1 | 6 | -17 | 6 | -0.8 | -14 | -14 | -5 | -1.7 | 16
CCOc1ccc(CCNC(=O)c2cnccn2)cc1OCC | -14 | 3 | 7 | -0.1 | -2 | -6 | -12 | 0.2 | -7
CCOCCCNC(=O)CN1C(=O)C(CC)Oc2ccccc21 (stereo unspecified) | 12 | 0 | 6 | 0.9 | -4 | -5 | -12 | -1.9 | -9
O=C(NCCOc1ccccc1-c1ccccc1)c1ccco1 | 1 | 0 | -1 | 0.3 | -1 | 6 | 0 | 0.1 | -16
CC1=C(C(=O)Nc2cccnc2)C(c2ccccn2)n2nnnc2N1 (stereo unspecified) | 1 | 3 | 4 | 1.1 | 2 | -4 | -8 | -0.1 | 7
CCOC(=O)N1CCN(Cc2nc(-c3ccc(C)cc3)no2)CC1 | -3 | -7 | -2 | -0.5 | 0 | -6 | 1 | -0.3 | 3
COc1ccc2[nH]c(=O)c(CN(Cc3ccc(C)cc3)Cc3nnnn3CC3CCCO3)cc2c1 (stereo unspecified) | 1 | 4 | -2 | 0.7 | -7 | -9 | -11 | -0.9 | -5
Cc1ccc(NC(=O)C(C)N2CCCc3ccccc32)cc1S(=O)(=O)N1CCOCC1 (stereo unspecified) | -2 | -2 | -1 | -0.9 | -2 | 17 | 2 | -0.1 | -9
CCOC(=O)/C=C/C(=O)OCC(=O)N1CCN(C(=O)c2ccco2)CC1 | -1 | 15 | -2 | 0.2 | -3 | -5 | -3 | -0.3 | -9
CCOc1ccccc1N(CC(=O)NC1CCCC1)C(=O)CNC(=O)c1cccs1 | -3 | -5 | 2 | -0.1 | -3 | -3 | -5 | -0.4 | -12
Cc1ccc(NC(=O)CNC(=O)c2ccco2)c(Cl)c1 | 0 | 15 | 0 | 0.3 | 0 | -2 | 3 | 0.8 | -4
Cc1onc(-c2ccccc2)c1C(=O)Nc1ccc(C(=O)N2CCCCC2)cc1 | 5 | 10 | 4 | -0.7 | 0 | 2 | 0 | 0.3 | 2
O=C(NCCN1CCN(c2ccccc2)CC1)c1cccn2c(=O)c3cc(Cl)ccc3nc12 | 1 | -2 | -1 | -1.8 | -5 | 27 | -5 | -0.6 | -12
Nn1c(SCC(=O)N2CCCC2)nnc1C1CCCCC1 | -14 | 5 | 4 | -0.2 | -1 | -8 | -11 | -0.3 | 3
O=C1NC[C@@H](Cc2ccc(O)cc2)N(CCc2cc(C(F)(F)F)cc(C(F)(F)F)c2)C1=O | -6 | 7 | 5 | -0.6 | -16 | -5 | -4 | -1.4 | x
COc1ccc(C(=O)Nc2ccc(N3CCN(C(=O)c4ccccc4)CC3)cc2)cc1[N+](=O)[O-] | 2 | -4 | -7 | 1.0 | -4 | 7 | 7 | -1.2 | 8
CC(=O)c1ccc(NC(=S)NCCCn2ccnc2)cc1 | 6 | -2 | 1 | 0.3 | -9 | -6 | 0 | -1.2 | 3
O=S(=O)(c1ccc(Cl)cc1)n1nnc2ccccc21 | -8 | 14 | 0 | -1.3 | 0 | -8 | 10 | 0.0 | -12
O=C1NC(Cc2ccc(O)cc2)c2nc3cc(F)c(F)cc3c(=O)n2-c2ncccc21 (stereo unspecified) | 2 | 5 | -11 | 1.1 | -7 | 1 | -4 | 0.5 | 4

Records listed above shown as hits in TbMetRS inhib.
| Structure | NRP1-CendR mod | SKN-1 inh | MT1-MMP act inh | MsrA inhibitor | bovine MsrA act | eLon inh | TbMetRS inhib | PABP1 MLLE inh |
| --- | --- | --- | --- | --- | --- | --- | --- | --- |
| O=C(NCCc1nc2ccccc2[nH]1)c1cccc(Br)c1 | -1 | 16 | 0 | 2.1 | -2 | 0 | 19* | -11 |

Source: PubChem
